# Assay outcomes from PubChem.
# PKA inh: inhibitors of human PKA kinase activity, primary screen, biochemical, ATP-depletion luminescence, Kemptide substrate | 0.1% of 65,000 active | PKA Kemptide phosphorylation, Kinase-Glo ATP luminescence | inhibition, % at 6 µM;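 active = inhibition above the screen-wide mean inhibition plus 3 SD, cut at about 21% in these data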; note: many of its hits are not listed in these tables
# Fluor 339 460: intrinsic fluorescence of library compounds, ex339/em460 – biochemical, MLSMR library, data from DPM-DC assay, artefact control, profiling panel; compound autofluorescence, ex339/em460 nm, NADH buffer; stronger effect = higher value; 1 = no-compound wells, NADH background; fluorescence fold increase at 10 µM; 5.5% of 65,000 active;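 active = at 10 µM, mean starting fluorescence two-fold or more over control wells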;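 note: signal is the first read of a kinetic run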
# HEK293 NFkB inh: inhibitors of PMA/ionomycin-induced NF-kB reporter, primary screen, antigen receptor NF-kB inhibitor project, cell-based, HEK-293 luciferase reporter, luminescence; inhibition, % at 3 µM; AID 465, 2006; 0.21% of 62,000 active; HEK-293 NF-kB luciferase reporter;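 active = inhibition above the mean of all tested compounds plus 3 SD, cut at about 40% in these data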;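 note: 0% = stimulated DMSO wells and 100% = 10 µM reference inhibitor 5653914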
#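 Reagent: PMA plus ionomycin mix as NF-kB-activating stimulus. Assay system: NF-kB luciferase reporter HEK-293 cells. Technique: luminescence from luciferase substrate reagent. Incubation: 1 h compound pre-incubation, 16 h PMA/ionomycin at 37 °C. Benchmarks: DMSO only as uninhibited control, 10 µM reference inhibitor as full inhibition. Repeats: tested once.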
# tolC growth inh: growth inhibitors of E. coli tolC mutant, primary screen, strain BW25113 ΔtolC::kan, 384-well | growth inhibition, % at 10 µM (by protocol) | 2.2% of 65,000 active | OD615 | AID 573, 2007;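 active = growth inhibition at or above a cutoff equal to the mean over every tested compound plus 3 SD, cut at about 60% in these data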;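 note: growth measured after 20 h incubation at 37 °C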
#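 test system = E. coli BW25113 ΔtolC::kan bacteria | medium = LB with kanamycin 50 µg/mL | signal = OD at 615 nm | schedule = 37 °C, 20 h exposure | evaluation = % inhibition of E. coli growth | compound dosing = one dose of 10 µM final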
# JNK3 blocker: JNK3 kinase activity inhibitors, primary screen, biochemical, human, purified enzyme | Mitogen-activated protein kinase 10 (Homo sapiens), P53779 | HTS | inhibition, % at 8 µM | 0.61% of 60,000 active | AID 746, 2007; in the data active = inhibition above about 17%;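 note: 0% = DMSO and 100% = reference inhibitor; many of its hits are not listed in these tables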
# ROCK2 inh: inhibitors of human ROCK2 kinase, primary screen, biochemical, high-throughput, luminescence | purified ROCK2, Kinase-Glo ATP depletion luminescence | inhibition, % at 6 µM | 0.35% of 60,000 active | AID 604, 2007;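 active = inhibition above the screen-wide mean inhibition plus 3 SD, cut at about 18% in these data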;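 note: plate controls were DMSO wells for no effect and Y-27632 control wells after no-enzyme background subtraction for full effect; many of its hits are not listed in these tables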
# Target sequence (O75116 whole entry, looked up): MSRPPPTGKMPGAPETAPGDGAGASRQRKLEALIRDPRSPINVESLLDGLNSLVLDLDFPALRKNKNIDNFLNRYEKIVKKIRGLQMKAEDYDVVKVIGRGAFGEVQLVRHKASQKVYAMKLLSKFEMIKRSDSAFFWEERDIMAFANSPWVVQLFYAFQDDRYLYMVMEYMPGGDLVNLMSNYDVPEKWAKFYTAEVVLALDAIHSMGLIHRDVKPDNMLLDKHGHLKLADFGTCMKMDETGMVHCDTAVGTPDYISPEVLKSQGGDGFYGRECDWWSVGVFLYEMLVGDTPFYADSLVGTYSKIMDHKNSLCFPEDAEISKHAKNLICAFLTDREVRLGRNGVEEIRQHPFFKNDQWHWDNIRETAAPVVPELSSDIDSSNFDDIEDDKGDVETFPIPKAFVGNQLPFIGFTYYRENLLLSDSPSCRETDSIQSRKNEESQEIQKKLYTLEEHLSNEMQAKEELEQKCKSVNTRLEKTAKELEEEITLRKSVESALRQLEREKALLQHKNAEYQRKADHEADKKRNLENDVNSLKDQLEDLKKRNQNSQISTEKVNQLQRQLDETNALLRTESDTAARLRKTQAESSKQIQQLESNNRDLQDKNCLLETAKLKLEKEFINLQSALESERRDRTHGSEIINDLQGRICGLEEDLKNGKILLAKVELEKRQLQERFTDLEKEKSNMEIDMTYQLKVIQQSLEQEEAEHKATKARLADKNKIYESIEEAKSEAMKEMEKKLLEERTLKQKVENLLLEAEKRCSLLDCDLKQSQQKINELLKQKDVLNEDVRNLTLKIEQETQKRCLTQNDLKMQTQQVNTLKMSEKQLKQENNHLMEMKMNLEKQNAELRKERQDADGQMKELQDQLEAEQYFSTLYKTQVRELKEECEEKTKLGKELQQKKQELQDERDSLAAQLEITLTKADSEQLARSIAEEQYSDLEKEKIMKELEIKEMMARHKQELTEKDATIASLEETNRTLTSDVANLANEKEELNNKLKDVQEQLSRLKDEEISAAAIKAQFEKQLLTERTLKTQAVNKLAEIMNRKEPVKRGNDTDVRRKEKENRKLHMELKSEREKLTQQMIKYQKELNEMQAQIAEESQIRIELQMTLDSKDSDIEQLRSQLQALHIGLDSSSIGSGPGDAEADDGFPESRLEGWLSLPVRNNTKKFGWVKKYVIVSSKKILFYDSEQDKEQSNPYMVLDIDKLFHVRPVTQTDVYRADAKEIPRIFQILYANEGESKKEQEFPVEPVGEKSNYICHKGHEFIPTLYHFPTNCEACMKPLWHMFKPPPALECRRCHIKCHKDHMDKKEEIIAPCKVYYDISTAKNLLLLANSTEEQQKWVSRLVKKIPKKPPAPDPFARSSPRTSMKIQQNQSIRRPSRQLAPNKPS
# MMP13 inh: human MMP13 inhibitors, primary screen, biochemical, FRET peptide cleavage | Collagenase 3 (Homo sapiens), P45452 | 0.07% of 65,000 active | inhibition, % at 4 µM | AID 570, 2006 | MMP-13 fTHP FRET cleavage, Mca fluorescence;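 active = inhibition above the mean of compound-free control plate wells plus 3 SD, cut at about 14% in these data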;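 note: 0% = DMSO wells and 100% = wells with reference MMP-13 inhibitor after basal subtraction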
# NADH enzymes: inhibitors of PK/LDH coupling enzymes, profiling panel, artefact control, biochemical, MLSMR library | IC50, µM (titrated, usually from 10 µM), for the others: at the top dose inhibition | 0.02% of 65,000 active | coupled PK/LDH NADH assays, four targets | AID 774, 2007;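 active = single-dose screening hits from any of four coupled enzyme assays that gave an IC50 when retested across doses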;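 note: the DPM-DC format reads NADH fluorescence rather than 340 nm absorbance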
# Abs 340nm: compound light absorbance at 340 nm, profiling panel, artefact control, biochemical, MLSMR library, data from PS, PMK, MK assays. AID 708, 2007. fold change at 10 µM. compound absorbance at 340 nm, fold over control. 65,000 tested, under 10 active;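 active = at 10 µM dose, initial 340 nm absorbance at least 2 fold that of control wells; inactive = change under 2 fold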;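 note: initial absorbance extrapolated from kinetic A340 decline of NADH oxidation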
# * marks the source's active call; other numbers are inactive results; . = no result given; [ ] = remark or other dose.
SMILES,PKA inh,Fluor 339 460,HEK293 NFkB inh,tolC growth inh,JNK3 blocker,ROCK2 inh,MMP13 inh,NADH enzymes,Abs 340nm
Cc1ccc(-n2c(SCC(=O)Nc3ccc4c(c3)OCCO4)nnc2-c2ccco2)cc1,10,1.1,13,-14,5,11,2,1%,1
COc1ccc(S(=O)(=O)N2CCC(C(=O)N3CCCC3)CC2)cc1Cl,5,1.1,4,16,-2,6,1,6%,1.1
Nc1nc(-c2ccc(Cl)cc2)nn1C(=O)c1cccnc1,5,1,17,-11,7,5,-9,4%,1
COc1cccc(C2C(C(=O)c3sc(C)nc3C)=C(O)C(=O)N2CCN(C)C)c1OC (stereo unspecified),10,1.1,4,-11,5,5,-2,8%,1.1
COc1ccccc1NC(=O)CN1CCN(CC(=O)Nc2ccc(Cl)c(C(F)(F)F)c2)CC1,14,1.1,6,26,8,6,3,2%,1
O=C(NCc1cn2ccsc2n1)Nc1ccc(Cl)cc1,-2,1.1,20,-7,-4,5,-2,3%,0.99
CCCc1cc(C(=O)Nc2nnc(C)s2)cs1,5,1.1,1,8,-6,6,4,2%,1
N#C/C=C1\Sc2ccccc2C(=O)N1CC(=O)N1CCN(S(=O)(=O)c2ccccc2)CC1,7,1.1,-3,1,-2,6,-8,6%,1
COC(=O)c1ccc(Cn2cnc3c(cnn3-c3ccc(Cl)cc3)c2=O)o1,-3,1.1,14,-17,1,-3,-2,6%,1
CC(=O)Nc1nc2c(ncn2COCCOC(C)=O)c(=O)[nH]1,-2,1.1,7,-18,-6,1,2,2%,1
c1ccc(-n2nnnc2SCc2cn3cccnc3n2)cc1,6,5*,16,-16,4,6,-54,7%[fluoresces],1
COc1ccc(C(=O)CCN2CCCCCC2)cc1,5,1,.,0,-4,-4,-2,5%,1
Oc1c(Cl)cc(Cl)cc1Sc1cc(Cl)cc(Cl)c1O,-4,1,.,9,4,1,9,7%,0.99
O=C(CCCCn1c(=O)[nH]c2ccccc2c1=O)N1CCN(c2ncccn2)CC1,8,1,8,-7,8,7,-1,5%,1
CCC1S/C(=C(\C#N)C(=O)NCc2ccco2)N(c2ccc(Br)cc2)C1=O (stereo unspecified),3,1.1,5,10,5,-3,4,5%,1.1
CCc1cc2c(-c3ccccc3)cc(=O)oc2c(CN2CCOCC2)c1O,5,2.5*,-1,31,3,4,-3,6%,1.1
CC1CCN(CCCn2c(=S)[nH]c3ccc(N4CCOCC4)cc3c2=O)CC1,4,3.2*,12,-18,.,.,-11,13%,1.1
CC1CCCN(c2nc3c(c(=O)[nH]c(=O)n3C)n2CCSc2nc3ccccc3o2)C1 (stereo unspecified),5,1.1,9,16,4,1,3,5%,1
O=C(Nc1nnc(C2CCCCC2)s1)c1ccc(Br)s1,-1,1.1,14,-7,-5,-1,2,9%,1
Cc1nnc(NC(=O)C(C)Sc2nncn2C)s1 (stereo unspecified),13,1,8,-14,3,5,-2,11%,0.97
CCC(C)C(=O)Nc1c2c(nc3c1CCC3)CCCC2 (stereo unspecified),-2,1.1,-1,-9,0,-1,7,3%,1
CCCOc1ccc(Cn2c(=O)oc3ccc(C)cc32)cc1OC,-3,1.1,7,1,0,2,3,5%,0.99
O=C(O)CCCCCN=C1CCc2ccccc2N1,15,1.2,16,-21,0,5,0,10%,1
CCCc1cc(C(N)=O)c(NC(=O)c2ccoc2C)s1,4,1.4,-9,20,10,5,-10,0%,1.1
COc1cccc(Nc2nnc(SCC(=O)N3CC(C)OC(C)C3)s2)c1 (stereo unspecified),6,1.1,10,9,7,2,0,4%,1
CCOC(=O)C1CCN(c2ncnc3c2cnn3-c2ccccc2)CC1,-2,1.1,20,35,5,1,-2,6%,1
CCCn1nnnc1NCc1ccccc1OCc1cccs1,13,1.1,15,14,-2,4,1,1%,1
COCCCNC(=O)Cn1nnc(-c2ccc(NC(=O)c3ccccc3OC)cc2)n1,-5,1.1,22,-1,.,.,3,5%,1
O=C1C2ON(c3ccccc3)C(c3cccnc3)C2C(=O)N1c1ccc(Cl)c(Cl)c1 (stereo unspecified),3,1.1,.,5,2,-8,-5,0%,1
COc1ccc(NC(=O)CC2Sc3ncnn3C2=O)cc1 (stereo unspecified),-3,1,17,-14,-1,4,-4,4%,0.97

# Fluor 339 460: what is marked active above.
smiles | PKA inh | Fluor 339 460 | HEK293 NFkB inh | JNK3 blocker | ROCK2 inh | MMP13 inh | NADH enzymes | Abs 340nm
c1ccc(-n2nnnc2SCc2cn3cccnc3n2)cc1 | 6 | 5* | 16 | 4 | 6 | -54 | 7%[fluoresces] | 1
CCc1cc2c(-c3ccccc3)cc(=O)oc2c(CN2CCOCC2)c1O | 5 | 2.5* | -1 | 3 | 4 | -3 | 6% | 1.1
CC1CCN(CCCn2c(=S)[nH]c3ccc(N4CCOCC4)cc3c2=O)CC1 | 4 | 3.2* | 12 | . | . | -11 | 13% | 1.1

# One compound at a time (already shown). Screens in order: PKA inh | Fluor 339 460 | HEK293 NFkB inh | tolC growth inh | JNK3 blocker | ROCK2 inh | MMP13 inh | NADH enzymes | Abs 340nm
# `Cc1nnc(NC(=O)C(C)Sc2nncn2C)s1` (stereo unspecified) as listed: 13 | 1 | 8 | -14 | 3 | 5 | -2 | 11% | 0.97
# `O=C(O)CCCCCN=C1CCc2ccccc2N1` as listed: 15 | 1.2 | 16 | -21 | 0 | 5 | 0 | 10% | 1

# Continuation.
SMILES,PKA inh,Fluor 339 460,HEK293 NFkB inh,tolC growth inh,JNK3 blocker,ROCK2 inh,MMP13 inh,NADH enzymes,Abs 340nm
Cc1ccc(N)c(C(=O)CCCCC(=O)O)c1,4,1.1,12,-13,-1,6,-4,1%,1
COc1ccc(NC(=O)CN2C(=O)C(C)Oc3ccccc32)cc1 (stereo unspecified),1,1,11,-16,0,0,4,6%,1
COc1ccc(CCN2C(=O)c3ccccc3C2(O)c2ncc[nH]2)cc1OC (stereo unspecified),-6,1.1,14,-13,-2,-4,-3,0%,1
Oc1ccc(Oc2ncc(Cl)cc2Cl)cc1,4,1,-9,23,5,6,1,9%,1
O=C(CSc1nnnn1C1CCCC1)Nc1ccc2c(c1)OCO2,-2,1,-6,-6,-1,-3,-4,2%,1
Cn1cnnc1SCC(=O)Nc1sccc1C#N,10,1.1,-2,-6,-5,8,-16,5%,0.99
O=C(Nc1ccc2c(c1)OCO2)C1CCN(c2ccc(S(=O)(=O)N3CCOCC3)cc2)CC1,-6,1.1,22,17,.,.,-1,6%,1.1
O/N=C1\CC/C(=N\O)c2nn(-c3ccc(Cl)cc3Cl)nc21,12,1.1,-5,8,-1,9,1,5%,0.97
COc1ccc(NC(=O)C2C(=O)NC3(C)CC2c2ccccc2O3)cc1 (stereo unspecified),6,1.1,14,-14,3,7,-6,4%,0.99
O=C(Nc1cccc(Cl)c1)N1CCN(c2ncccn2)CC1,7,1,12,6,1,4,1,4%,1
Cc1ccc(S(=O)(=O)Cc2ccc(C(=O)N3CCCCCC3)o2)cc1,5,1,5,-7,6,0,-1,3%,1
COc1ccccc1C(=O)Nc1c2c(nn1-c1cccc(C)c1C)CS(=O)(=O)C2,7,1.5,6,-12,.,.,1,3%,0.99
Cc1noc(C)c1C(=O)NCCc1ccc(Cl)cc1,6,1.1,10,4,1,6,0,1%,1
CCOc1ccc(Cc2nnc(N)s2)cc1OCC,13,1.1,4,-6,8,7,-2,10%,1.1
O=C1OC(N2CCN(c3ccccn3)CC2)c2ccccc21 (stereo unspecified),6,1.1,17,-4,-4,-2,-3,1%,0.98

# Laid out differently: 4 of the compounds above
COc1ccc(CCN2C(=O)c3ccccc3C2(O)c2ncc[nH]2)cc1OC (stereo unspecified)
  PKA inh: -6
  Fluor 339 460: 1.1
  HEK293 NFkB inh: 14
  tolC growth inh: -13
  JNK3 blocker: -2
  ROCK2 inh: -4
  MMP13 inh: -3
  NADH enzymes: 0%
  Abs 340nm: 1

Oc1ccc(Oc2ncc(Cl)cc2Cl)cc1
  PKA inh: 4
  Fluor 339 460: 1
  HEK293 NFkB inh: -9
  tolC growth inh: 23
  JNK3 blocker: 5
  ROCK2 inh: 6
  MMP13 inh: 1
  NADH enzymes: 9%
  Abs 340nm: 1

O=C(CSc1nnnn1C1CCCC1)Nc1ccc2c(c1)OCO2
  PKA inh: -2
  Fluor 339 460: 1
  HEK293 NFkB inh: -6
  tolC growth inh: -6
  JNK3 blocker: -1
  ROCK2 inh: -3
  MMP13 inh: -4
  NADH enzymes: 2%
  Abs 340nm: 1

Cn1cnnc1SCC(=O)Nc1sccc1C#N
  PKA inh: 10
  Fluor 339 460: 1.1
  HEK293 NFkB inh: -2
  tolC growth inh: -6
  JNK3 blocker: -5
  ROCK2 inh: 8
  MMP13 inh: -16
  NADH enzymes: 5%
  Abs 340nm: 0.99

# The listing continues.
SMILES,PKA inh,Fluor 339 460,HEK293 NFkB inh,tolC growth inh,JNK3 blocker,ROCK2 inh,MMP13 inh,NADH enzymes,Abs 340nm
COc1ccc(NC(=O)c2nc3nc(C)cc(C(F)F)n3n2)cc1OC,-2,1.1,10,-13,-1,3,4,1%,1.1
CCOc1ccc(NS(=O)(=O)c2ccc3[nH]cc(C(=O)N(CC)CC)c(=O)c3c2)cc1,1,1.1,6,-8,4,2,-2,3%,1.1
O=C(Nc1ccccc1C(=O)N1CCCCC1)c1cccc(S(=O)(=O)N2CCOCC2)c1,9,1.1,-5,-6,-1,4,0,10%,0.99
CCn1c(=O)cc(OCC(=O)NCc2ccc(C)o2)c2ccccc21,-3,1.1,3,3,-3,0,0,5%,1
COc1ccc(NC2c3ccccc3C(=O)N2c2cccnc2)cc1Cl (stereo unspecified),-10,1.1,3,1,-2,0,1,6%,1
CC(C)CSc1nc2ccccc2n1CC(N)=O,1,1,11,-10,4,1,1,3%,1.1
COc1nc(C#N)nc(N(C)C)n1,7,1.2,6,-16,1,4,7,6%,1
CCN(CC)CCCNC1CCS(=O)(=O)C1 (stereo unspecified),12,1,9,-6,1,4,3,3%,0.98
COCCNC(=O)CSc1ccc(C)cc1,12,1.1,10,-10,5,6,2,7%,0.99
COc1ccc(N(CC(=O)Nc2nc3ccc(C)cc3s2)S(=O)(=O)c2c(C)nn(C)c2C)cc1,3,1.1,11,60,-3,-2,0,5%,1
COCCNC(=O)C(c1ccccc1)N(Cc1cccs1)C(=O)Cn1nnc2ccccc21 (stereo unspecified),-5,1,17,7,-10,0,6,5%,1
Cn1cc(C(=O)c2ccccc2)cc1-c1nc2ccccc2n1C,7,1.2,-1,32,-5,3,0,0%,1.1
Cc1nn(-c2ccccc2)c2[nH]c(=O)c(CNc3ccc(N4CCOCC4)cc3)cc12,12,1.1,10,-4,-5,4,-1,5%,0.99
Cc1ccccc1-n1c(C)nc2ccccc21,-4,1.1,6,12,-5,0,4,6%,1
CCCCN(C(=O)CNC(=O)c1ccco1)C(C(=O)NC1CCCCC1)c1ccc(OC)cc1OC (stereo unspecified),-1,1.1,17,2,3,0,0,3%,1

# This is a subset. The share of hits here may be higher or lower than overall.
